Pol kappa inh: inhibitors of human DNA polymerase kappa; purified Pol kappa, fluorescent DNA synthesis assay, 10 min; Potency, µM (series often up to 107 µM), for the others: at the highest dose activity, negative = inhibition, actives largely listed as inhibitors; actives 0.53% (n = 400,000); AID 588579; further: potency means the concentration at half of the fitted maximal effect; on the % scale 0 is the no-effect control and ±100 the full control effect
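Kinetic fluorescence screen: compound preincubated 15 min RT with 10 nM enzyme; 50 nM substrate (final) initiates; reads at 0/10 min.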
LDHA inh: blocks human lactate dehydrogenase A | P00338 | purified LDHA, NADH/diaphorase-resazurin fluorescence; hits give low values | activity change, % (values are at about 110 or 230 µM) | actives 0.15% (n = 480,000); in the data active means activity change below about -30%; inconclusive means mostly about -25% to -30%;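 further: plate controls were DMSO wells for no effect and wells without enzyme for full effect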
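Human LDH5 at 2 nM final in Tris HCl pH 7.4 with 0.06 mM NADH and 0.2 mM pyruvate, reacted 5 minutes at room temperature. Remaining NADH coupled via diaphorase/resazurin; resorufin fluorescence read at 0 and 20 minutes, normalized to enzyme-free and DMSO wells.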
BLM helicase inh: Bloom syndrome helicase (human) inhibition; Potency, µM (doses to about 56.1 µM), for inactives: at the top dose activity change, negative = inhibition, most hits filed as inhibitors; actives 0.2% (n = 350,000); recombinant BLM DNA unwinding, fluorescence dequenching;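 further: potency means the concentration at half of the fitted maximal effect; plate controls were vehicle for no effect and no enzyme for full effect; nearly all actives have a fitted effect of over 35% in size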
Pol eta inh: inhibitors of human DNA polymerase eta | Q9Y253 | Potency, µM (top dose mostly 114 µM), for inactives: top-dose activity change, negative = inhibition, most hits filed as inhibitors | actives 1.2% (n = 390,000) | recombinant Pol eta, fluorescent DNA replication assay; further: potency means the concentration at half of the fitted maximal effect; on the % scale 0 is the no-effect control and ±100 the full control effect
Target sequence (Q9Y253 whole entry, looked up): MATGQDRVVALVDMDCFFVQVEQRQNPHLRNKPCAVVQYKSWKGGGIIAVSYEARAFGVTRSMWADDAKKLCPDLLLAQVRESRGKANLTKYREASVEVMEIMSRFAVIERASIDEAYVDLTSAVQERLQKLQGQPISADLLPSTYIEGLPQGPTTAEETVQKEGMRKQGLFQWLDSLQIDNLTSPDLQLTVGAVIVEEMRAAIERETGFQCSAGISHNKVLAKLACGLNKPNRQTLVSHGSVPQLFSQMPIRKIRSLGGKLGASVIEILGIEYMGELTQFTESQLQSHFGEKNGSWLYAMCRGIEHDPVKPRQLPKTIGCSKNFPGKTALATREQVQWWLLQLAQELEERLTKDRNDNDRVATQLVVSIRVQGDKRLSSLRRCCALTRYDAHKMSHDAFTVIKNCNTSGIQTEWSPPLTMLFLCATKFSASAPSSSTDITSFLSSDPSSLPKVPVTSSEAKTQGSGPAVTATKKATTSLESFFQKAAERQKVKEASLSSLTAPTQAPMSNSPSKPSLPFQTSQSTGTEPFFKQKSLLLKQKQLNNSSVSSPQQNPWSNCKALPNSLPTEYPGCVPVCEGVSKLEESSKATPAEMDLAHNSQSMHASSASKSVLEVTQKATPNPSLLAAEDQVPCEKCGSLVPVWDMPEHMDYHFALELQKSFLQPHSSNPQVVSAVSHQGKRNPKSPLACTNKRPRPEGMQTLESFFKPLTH
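Fluorescent replication assay: 50 nM final substrate added after a 15 min room-temperature compound preincubation with 10 nM enzyme. Signal taken at 0 min and again at 10 min.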
POLI inh: blocks human DNA polymerase iota activity. Q9UNA4. Pol iota fluorescent replication assay, 10 min. Potency, µM (top dose mostly 115 µM), for the others: at the top dose activity, negative = inhibition, usual class: inhibitors. actives 1% (n = 390,000). AID 588590; further: potency means the concentration at half of the fitted maximal effect
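Pol iota at 10 nM preincubated 15 min with compounds at room temperature; reaction started with fluorescent substrate, 50 nM final. Fluorescence read kinetically at 0 and 10 min; buffer-only wells as negative control.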
Anesthetic bind: candidate novel general anesthetic via apoferritin binding. P02791. apoferritin/1-aminoanthracene competitive binding, fluorescence. Potency, µM (highest dose often 77.5 µM), without a hit: at the top dose activity change, negative = displacement, actives largely listed as inhibitors. actives 0.074% (n = 350,000). AID 485281; further: potency means the concentration at half of the fitted maximal effect; on the % scale 0 is the no-effect control and ±100 the full control effect; nearly all actives have a fitted effect of over 20% in size
Target sequence (P02791 2-175 limits assumed): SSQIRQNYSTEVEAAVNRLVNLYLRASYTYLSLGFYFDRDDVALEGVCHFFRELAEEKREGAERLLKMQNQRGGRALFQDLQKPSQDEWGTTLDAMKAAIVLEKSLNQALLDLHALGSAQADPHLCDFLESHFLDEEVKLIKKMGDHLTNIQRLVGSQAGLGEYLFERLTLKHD
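Read-out: endpoint 1-AMA fluorescence, excitation 380 nm and emission 535 nm, after compounds sit 10 min at room temperature with 10 uM horse-spleen apoferritin in 50% saturated 1-AMA/PBS. Values come from four-parameter Hill fits.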
POLB inh: DNA polymerase beta (human) inhibition | P06746 | Pol beta primer extension/strand displacement, fluorescence kinetic | actives 1.3% (n = 340,000) | Potency, µM (highest dose often 114 µM), for the others: at the top dose activity change, negative = inhibition, actives largely listed as inhibitors; further: potency means the concentration at half of the fitted maximal effect; on the % scale 0 is the no-effect control and ±100 the full control effect
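10 nM enzyme + cpd, 15 min RT; start with substrate 50 nM final; read 0 min and after 10 min RT. Corrected, normalized data; 4-parameter Hill curve fit.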
APE1 inh: blocks human APE1 abasic DNA cleavage. P27695. recombinant APE1, TAMRA/BHQ-2 abasic DNA cleavage fluorescence. Potency, µM (doses to about 65.8 µM), for inactives: top-dose activity change, negative = inhibition, usual class: inhibitors. actives 0.35% (n = 350,000). AID 2517;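 further: potency means the concentration at half of the fitted maximal effect; plate controls were vehicle for no effect and reference inhibitor for full effect; nearly all actives have a fitted effect of over 55% in size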
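Compound pre-exposure to 0.75 nM APE1, 15 min at ambient temperature. Reaction initiated with 50 nM TAMRA/BHQ-2 THF substrate, read immediately in kinetic mode, 525 nm excitation, 598 nm emission.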
Glioma ERSR ind: ER stress response induction in glioma | Potency, µM, inactives show top-dose activation, actives largely listed as activators | actives 0.02% (n = 420,000) | U87-MG GRP78 promoter luciferase reporter, 16 h; further: potency means the concentration at half of the fitted maximal effect; series mostly up to about 76 µM; % of control where 0% means no effect; nearly all actives have a fitted effect of over 35% in size
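Stably transfected U87-MG glioma cells carrying a GRP78-based luciferase sensor; 16 h compound incubation. Luminescence end-point read 10 min after Bright-Glo addition at room temperature.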
Numbers without * were called inactive; ? = inconclusive; · = no result given; & = joins results of further samples; [ ] = dose if it differs, or a comment. Unless noted, the call rests on the fitted dose curve; in most records, active means well fitted curve in the direction sought with a large enough effect; inconclusive means small, poorly fitted or top-dose-only effect, or another doubt; inactive means no such curve, though single readings can be large; an effect the other way counts as inactive or inconclusive. This is a subset. The share of hits here may be higher or lower than overall.

SMILES	Pol kappa inh	LDHA inh	BLM helicase inh	Pol eta inh	POLI inh	Anesthetic bind	POLB inh	APE1 inh	Glioma ERSR ind
CCCCNC(=O)C(CC)Sc1nnc(-c2ccc(F)cc2)c(-c2ccc(F)cc2)n1 (stereo not given)	-2%[60.1 µM]	2	-2%	-8%	21%	?	0%	·	0%
O=[N+]([O-])c1ncccc1OCc1ccc(-c2ccccc2)cc1	-7%	-4	-4%	-18%	114%[activator]	-14%	3%	7%	1%
Cc1ccc(S(=O)(=O)N2CCN(C(=O)COC(=O)c3cccnc3Cl)CC2)c(C)c1	9%	-3	·	-14%	7%	·	·	12%	-3%
NC(=O)c1ccc(NC(=O)c2cc(S(=O)(=O)N3CCCCC3)ccc2N2CCOCC2)cc1	-8%	-13	·	-17%	-12%	·	·	-7%	-2%
CCOC(OCC)P(=O)(O)CCCNCc1ccc(Cl)c(Cl)c1	6%&-2%[19.4 µM]	·	-2%	·	·	5%	·	-11%&-9%	-2%&-7%
COc1ccc(C(=O)Nc2ccccc2C(=O)OCc2cc(=O)n3nc(C4CC4)sc3n2)cc1	-2%[60.1 µM]	-10	1%	-8%	4%	6%	30%	·	-4%
COc1ccc(-n2c(=O)c3c4c(sc3n(Cc3cc(C)ccc3C)c2=O)CN(C(C)=O)CC4)c(OC)c1	?	-3	-9%	-13%	-8%	49%[activator]	24%	·	17%
O=C(CCS(=O)(=O)c1cc(Br)cc2c1N(C(=O)C1CC1)CC2)NCC1CCCO1 (stereo not given)	-12%	-2	2%	-12%	2%	-2%	1%	-6%	-5%
O=C(CC1C(=O)N(c2ccccc2)C(=O)N1CCc1cccs1)Nc1ccc(Cl)cc1 (stereo not given)	-8%	-2	-8%	-21%	25%	-4%	0%	·	1%
Cc1cc2cc(CNC(=O)c3cccc([N+](=O)[O-])c3)ccc2n1C	-4%	-10	-9%	-12%	-15%	2%	22%	18%	2%
CC(C)(C)c1ccc(-c2nnc(SCC(=O)NC3CCS(=O)(=O)C3)n2N)cc1 (stereo not given)	-6%	-4	-3%	-6%	22%	-22%	-15%	-2%	0%
CCCOC(=O)C1=C(C)NC2=C(C(=O)CCC2)C1c1cccs1 (stereo not given)	4%	-1	-2%	5%	-2%	3%	37%	-5%	-3%
Cc1nc2ncnn2c(C)c1CCC(=O)NCCc1ccccc1	-12%	-15	-4%	9%	31%[activator]	-12%	2%	-5%	-2%
CC(C)(C)c1ccc(OCC(O)CN2CCCC2)cc1 (stereo not given)	-8%	-7	-2%	-21%	141%[activator]	-6%	6%	20%	-3%
CCNc1nc(N)nc(Oc2ccc(OCC)nn2)n1	-6%[60.1 µM]	-7	0%	8%	2%	0%	0%	-3%	-2%
COc1ccc(NC(=O)C2CCN(C(=O)c3ccccc3)CC2)cc1OC	-16%	-7	-2%	-12%	-12%	-7%	13%	-5%	-3%
N#Cc1c(Nc2ccc(F)cc2)sc(C(=O)c2ccc(F)cc2)c1N	-6%[60.1 µM]	-4	0%	-9%	-13%	-9%	-4%	-1%	1%
CCOC(=O)c1[nH]c2c(c1Cc1ccccc1C)C(=O)CC(c1cc(OC)ccc1OC)C2 (stereo not given)	1%	-1	-6%	3%	71%[activator]	-8%	29%	·	-4%
CCN(CC)c1ccc(NC(=O)C2CCCN(S(=O)(=O)c3ccc4c(c3)oc(=O)n4C)C2)c(C)c1 (stereo not given)	-17%	0	-6%	-8%	-29%	54%[activator]	12%	·	-1%
O=C(CCC1CCCN(C(=O)c2ccc3[nH]ccc3c2)C1)N1CCN(c2ccccn2)CC1 (stereo not given)	2%	-6	-2%	-4%	-3%	-13%	1%	-3%	-5%
Cc1noc(C)c1C(=O)N1CCC[C@@]2(CCN(Cc3ccc(C#N)cc3)C2)C1	-16%[60.1 µM]	·	2%	·	·	·	·	1%	-3%
O=C(NNS(=O)(=O)c1ccc(F)cc1)c1ccc(O)cc1	-2%	-9	-2%	-1%	10%	10%	48%	12%	-2%
COc1ccc(C(=O)N/C(=C\c2ccc([N+](=O)[O-])cc2)C(=O)NC(CCSC)C(=O)O)cc1 (stereo not given)	8%	2	-1%	-8%	-20%	-11%	-14%	-2%	-3%
OCCN(Cc1ccccc1)Cc1ccccc1Cl	-4%	-17	-19%	-15%	26%	-16%	-24%	-3%	-4%
O=C(c1ccc(CNS(=O)(=O)c2cccc(C(F)(F)F)c2)cc1)N1CCOCC1	-8%	-2	-2%	-4%	?	-2%	0%	6%	-3%
CC(C)(C)NC(=O)NC(=O)CN1c2cccc3cccc(c23)S1(=O)=O	4%	23	-4%	-16%	45%[activator]	6%	36%	-10%	-5%
CS(=O)(=O)N1CCC2(CC1)CN(c1ncccn1)C2	1%[60.1 µM]	·	4%	·	·	·	·	-5%	-3%
Cc1cc(C(C)(C)C)oc1C(=O)N(CC(=O)NC1CCCC1)Cc1ccc(Cl)cc1	-8%[60.1 µM]	1	-2%	-5%	11%	-5%	2%	-2%	-3%
CCOC(=O)c1cccc(NC(=O)CCS(=O)(=O)c2ccc3c(c2)CCN3C(=O)CC)c1	2%	-1	0%	-8%	34%[activator]	-4%	23%	·	-1%
O=c1[nH]c(=O)n(C2CC(O)C(CO)O2)cc1Br (stereo not given)	-4%	-1	·	-14%	-17%	·	·	·	-1%
O=C(NCc1ccc2c(c1)OCO2)c1nn(-c2ccccc2)c(=O)c2ccccc12	-14%	6&2	-5%	-6%	15%	-22%	-9%	-2%	-6%
O=C(CSc1nc(-c2ccc(F)cc2)cs1)N1CCOCC1	-8%	-5	1%	5%	-9%	4%	1%	-2%	4%
O=C(Nc1ccc(N2CCN(C(=O)c3ccccc3)CC2)cc1)c1cc2ccccc2o1	-12%	-3	-3%	-16%	5%	-4%	-10%	-2%	-2%
Cc1ccc(-n2ncc3c(NCc4ccccc4)ncnc32)cc1	-2%	-4	-4%	-12%	9%	-6%	7%	2%	2%
Cc1ccc(CNC(=O)CCNC(=O)c2ccc(Br)o2)cc1	-15%	-3	0%	4%	8%	-10%	5%	1%	1%
NC(=O)c1cc(-c2ccccc2)nc(Oc2ccccc2)n1	-8%	2	-5%	0%	8%	-14%	22%	-4%	-3%

In the list so far, two have a cyano group.
SMILES	Pol kappa inh	LDHA inh	BLM helicase inh	Pol eta inh	POLI inh	Anesthetic bind	POLB inh	APE1 inh	Glioma ERSR ind
N#Cc1c(Nc2ccc(F)cc2)sc(C(=O)c2ccc(F)cc2)c1N	-6%[60.1 µM]	-4	0%	-9%	-13%	-9%	-4%	-1%	1%
Cc1noc(C)c1C(=O)N1CCC[C@@]2(CCN(Cc3ccc(C#N)cc3)C2)C1	-16%[60.1 µM]	·	2%	·	·	·	·	1%	-3%

Looked up by structure from the entries so far, 2 records:
SMILES	Pol kappa inh	LDHA inh	BLM helicase inh	Pol eta inh	POLI inh	Anesthetic bind	POLB inh	APE1 inh	Glioma ERSR ind
CS(=O)(=O)N1CCC2(CC1)CN(c1ncccn1)C2	1%[60.1 µM]	·	4%	·	·	·	·	-5%	-3%
O=C(CSc1nc(-c2ccc(F)cc2)cs1)N1CCOCC1	-8%	-5	1%	5%	-9%	4%	1%	-2%	4%

Other records.
SMILES	Pol kappa inh	LDHA inh	BLM helicase inh	Pol eta inh	POLI inh	Anesthetic bind	POLB inh	APE1 inh	Glioma ERSR ind
O=C(CCN1C(=O)C2CCCCC2C1=O)NNC(=O)c1cccc(Cl)c1 (stereo not given)	-19%	-5	-3%	-8%	-14%	8%	24%	-5%	-4%
CC(=O)Nc1cccc(NC(=O)CSc2nc(=O)n(CCN3CCOCC3)c3c2CCC3)c1	-8%	-9	·	-4%	25%	·	·	-7%	-3%
CCN(CC)CCNC(=O)c1ccc(NC(=O)c2ccc(S(=O)(=O)N3CCCC3)cc2)cc1	6%	0	·	3%	31%[activator]	·	·	·	0%
O=C(Nc1ccc(Cl)cc1)NC1CCCCC1	-9%	-3	-2%	4%	15%	-6%	21%	-2%	0%
Cc1cccc(-c2cccc(NC(=O)C3CCCN(C(=O)c4cccnc4)C3)c2)c1 (stereo not given)	2%	0	-3%	-27%	32%	-19%	12%	-20%	0%
CC(C)NC(=O)COc1coc(CN2CCN(C(=O)c3ccco3)CC2)cc1=O	-15%	-2	·	-15%	-13%	·	·	8%	-1%
CCOC(=O)c1c(C)n(C)c2ccc(OCCN(C)C)cc12	-20%	4	39%[activator]	-12%	4%	-15%	-19%	-4%	1%
CC1CCC(NC(=O)C2c3ccccc3C(=O)N2Cc2cccs2)CC1 (stereo not given)	-9%	-3	2%	-11%	23%	-4%	0%	2%	-3%
CCC(=O)N1CCc2cc(CNC(=O)C(CC)c3ccccc3)ccc21 (stereo not given)	-4%[60.1 µM]	0	-1%	-11%	37%[activator]	3%	?	·	-3%
CCn1c(Cc2ccccc2)nnc1SCC(=O)c1c(N)n(C2CC2)c(=O)[nH]c1=O	-8%	-11	·	-10%	-12%	·	·	33%	-6%
Cc1ccc(/C=N/NC(=O)COc2ccc(Cl)c(C)c2)o1	10%	-7	-2%	-23%	57%[activator]	-1%	12%	0%	-4%
O=C(c1cccc(F)c1)N1CCN(C(=O)C(c2ccccc2)c2ccccc2)CC1	-1%	-9	1%	-5%	123%[activator]	-2%	18%	0%[12.4 µM]	-4%
COC(=O)c1cc2c(s1)-c1ccccc1CC2	-12%	-1	-3%	-6%	13%	-16%	-5%	7%	8%
CN1CCN(c2cc(C(F)(F)F)nc(-c3ccccn3)n2)CC1	-7%	-4	2%	-16%	?	-2%	0%	-6%	-2%
OC1C2CN3CCN(C2)CC1(Cc1ccccc1)C3 (stereo not given)	-26%	-1	-3%	-4%	-4%	3%	0%	-4%	-3%
Cc1cc(C)c(S(=O)(=O)N2CCOC2CNC(=O)C(=O)NCCc2c[nH]c3ccccc23)c(C)c1 (stereo not given)	-8%	-7	-2%	-12%	-6%	-10%	-14%	-1%	-3%
COC(=O)c1ccc(CN2CCN(CC=C(C)C)C(CCO)C2)cc1 (stereo not given)	-6%	-6	-7%	-19%	16%	5%	3%	3%	-1%
CC1(C)C([N+](=O)[O-])C(c2ccc(Cl)cc2)NC(c2ccc(Cl)cc2)C1[N+](=O)[O-] (stereo not given)	0%[60.1 µM]	2	-8%	-14%	8%	-12%	6%	-1%	-5%

Compound activity from PubChem.
